Screens as filed in PubChem BioAssay.
FadD28 binding: inhibitors of FadD28 bisubstrate probe binding, primary screen, biochemical, fluorescence polarization, single point; Mycobacterium tuberculosis FadD28 fatty-acid-AMP ligase; inhibition, % at 12.5 µM; 0.22% of 360,000 active; in the data active = inhibition above about 8.5%, passing the limit was not always enough; inconclusive = no clear call, values can overlap the other calls
Mtb BioA inh: M. tuberculosis BioA enzyme inhibitors, primary screen, biochemical, plate reader, single point, HTS; 7,8-diaminopelargonic acid synthase BioA (Mycobacterium tuberculosis); purified M. tuberculosis BioA enzyme; inhibition, % at 9.99 µM; 0.096% of 360,000 active; in the data active = inhibition above about 40%; inconclusive = no clear call, values can overlap the other calls
CCHF vOTU inh: CCHFV vOTU protease inhibitors, primary screen, biochemical, Pep-AMC substrate, fluorescence | inhibition, % at 11.5 µM | 0.55% of 370,000 active | Crimean-Congo hemorrhagic fever virus L polyprotein viral ovarian tumor (vOTU) protease …; also: 0% = vehicle wells with enzyme and 100% = no enzyme wells
MazEF act: activators of E. coli MazEF toxin-antitoxin RNase, primary screen, biochemical, fluorescence, uHTS | activation, % at 20 µM | FAM/BHQ RNA-DNA oligo cleavage fluorescence, 5 h | Endoribonuclease toxin MazF (Escherichia coli (strain K12)), P0AE70 | 0.32% of 350,000 active; in the data active = activation above about 50%
Target sequence (P0AE70 whole entry, looked up): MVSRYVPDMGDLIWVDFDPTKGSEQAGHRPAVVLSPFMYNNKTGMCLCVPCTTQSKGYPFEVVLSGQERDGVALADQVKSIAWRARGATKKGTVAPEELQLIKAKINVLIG
DUSP3 inh: VHR1 phosphatase inhibitors, primary screen, biochemical, absorbance, uHTS. Dual specificity protein phosphatase 3 (Homo sapiens), P51452. recombinant VHR phosphatase, pNPP absorbance. inhibition, % at 13.3 µM. 0.52% of 290,000 active. AID 1654, 2009; in the data active = inhibition above about 50%; also: some compounds called inactive have numbers as strong as hits
Target sequence (P51452 whole entry, looked up): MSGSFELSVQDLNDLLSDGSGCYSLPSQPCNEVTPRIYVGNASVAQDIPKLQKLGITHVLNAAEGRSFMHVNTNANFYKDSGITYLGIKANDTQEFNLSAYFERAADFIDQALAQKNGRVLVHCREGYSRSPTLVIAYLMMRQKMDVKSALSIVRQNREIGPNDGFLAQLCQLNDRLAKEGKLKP
UGM FP inh: M. tuberculosis UGM enzyme inhibitors, primary screen, biochemical, fluorescence polarization, single point; AID 504406, 2011; purified UGM, fluorescence polarization probe displacement; 0.06% of 320,000 active; inhibition, % at 10 µM; UDP-galactopyranose mutase (Mycobacterium tuberculosis (strain ATCC 25618 / H37Rv)), …; in the data active = inhibition above about 10%, passing the limit was not always enough; inconclusive = no clear call, values can overlap the other calls
Target sequence (P9WIQ1 whole entry, looked up): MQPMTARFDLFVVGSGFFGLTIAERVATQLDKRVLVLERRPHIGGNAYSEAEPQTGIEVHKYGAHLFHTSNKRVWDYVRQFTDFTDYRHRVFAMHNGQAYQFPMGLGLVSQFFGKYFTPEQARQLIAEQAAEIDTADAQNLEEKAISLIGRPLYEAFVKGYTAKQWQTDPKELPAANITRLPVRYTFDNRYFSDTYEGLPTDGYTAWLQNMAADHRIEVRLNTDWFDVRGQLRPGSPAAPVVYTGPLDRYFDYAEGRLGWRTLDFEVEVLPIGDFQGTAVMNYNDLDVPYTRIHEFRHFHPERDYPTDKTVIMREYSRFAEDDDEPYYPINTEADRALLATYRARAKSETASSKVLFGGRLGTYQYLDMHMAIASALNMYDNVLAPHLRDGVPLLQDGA
Rv3671c protease: Rv3671c serine protease inhibitors, primary screen, biochemical, fluorescence polarization, M. tuberculosis H37Rv | AID 2606, 2010 | inhibition, % at 5.96 µM | P9WHR9 | 0.048% of 320,000 active; in the data active = inhibition above about 38%;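 also: extracellular domain of Rv3671c used as enzyme; 0% = enzyme with DMSO and 100% = no enzyme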
FBA Mtb inh: Mtb FBA enzyme inhibitors, primary screen, biochemical, fluorescence, strain H37Rv | Fructose-bisphosphate aldolase (Mycobacterium tuberculosis (strain ATCC 25618 / H37Rv)), … | purified M. tuberculosis FBA, fluorescence read-out | inhibition, % at 1 µM | 2.3% of 360,000 active | AID 588726, 2011; in the data active = inhibition above about 27%;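 also: 0% = vehicle and 100% = reference inhibitor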
Target sequence (P9WQA3 whole entry, looked up): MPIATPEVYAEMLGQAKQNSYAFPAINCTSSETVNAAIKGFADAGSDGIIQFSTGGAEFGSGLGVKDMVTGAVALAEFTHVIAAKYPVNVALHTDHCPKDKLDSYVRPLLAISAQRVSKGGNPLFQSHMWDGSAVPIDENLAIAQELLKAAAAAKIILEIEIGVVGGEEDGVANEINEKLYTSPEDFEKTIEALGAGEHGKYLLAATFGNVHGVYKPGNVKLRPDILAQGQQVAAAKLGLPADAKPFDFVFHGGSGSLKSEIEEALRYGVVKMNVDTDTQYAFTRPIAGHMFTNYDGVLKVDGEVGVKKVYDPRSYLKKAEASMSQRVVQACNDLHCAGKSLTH
GDH-TPI counter: GDH-TPI coupling enzyme inhibitors, primary screen, artefact control for M. tuberculosis FBA inhibitor project, biochemical, absorbance, full deck; GDH-TPI coupled enzyme counterscreen, NADH absorbance; inhibition, % at 4.8 µM; 1.2% of 360,000 active;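 also: 0% = DMSO wells and 100% = wells lacking the enzyme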
BoNT F protease: BoNT/F light chain protease inhibitors, primary screen, biochemical, flow cytometry, MLPCN library | Multiplex microsphere protease cleavage assay | inhibition, % at 10 µM | 0.22% of 360,000 active; in the data active = inhibition above about 35%, passing the limit was not always enough; inconclusive = no clear call, values can overlap the other calls; also: plate controls were buffer without enzyme for full effect and enzyme alone for no effect
* = called active by the depositor; ? = inconclusive; . = not tested or not shown; & = joins results of further samples. Rule as the data show it, unless noted: active = inhibition above about 30%; inactive = the rest.

SMILES	FadD28 binding	Mtb BioA inh	CCHF vOTU inh	MazEF act	DUSP3 inh	UGM FP inh	Rv3671c protease	FBA Mtb inh	GDH-TPI counter	BoNT F protease
COc1cccc(CSc2nc3cc4c(cc3cc2C)OCCO4)c1	-2.2	2.1	4	-4	-7	-3.0	-18	-5	5	-3
COc1ccccc1C(=O)Nc1ccnn1C1CCN(C(=O)C2CCOC2)CC1 (centres undefined)	0.2	0.5	11	2	35	0.8	-4	1	4	2
COc1ccc(OC)c(NC(=O)COC(=O)CNC(=O)c2ccc(OC)c(OC)c2)c1	-4.9	-1.1	-3	8	2	-0.6	5	0	-9	0
Cc1cc(C(=O)Nc2nnc(C3CCCCC3)s2)no1	-1.0	0.8	8	-3	-24	-2.1	1	0	-1	-3
CC(C)Cn1c(CCNC(=O)c2ccco2)nc2ccccc21	0.9	.	10	-17	23	2.2	1	4	10	-6
Cc1ccnn1CCC(=O)N1CCCC(CCC(=O)N2CCN(c3ccccn3)CC2)C1 (centres undefined)	-0.9	.	-15	9	31	-1.3	1	10	-4	-6
Cc1cccc(C(=O)NC(=S)Nc2ccc(S(=O)(=O)N(C)c3ccccc3)cc2)c1	-2.0	-0.3	3	3	11	.	-8	-3	5	11
COc1ccc(CN(CCC(c2ccccc2)c2ccco2)C(=O)c2ccco2)cc1 (centres undefined)	-5.6	.	-5	-17	-3	-0.4	-7	-3	5	-4
CCOC(=O)N1CCN(C(=O)CCn2c(=S)[nH]c3ccsc3c2=O)CC1	-4.3	.	6	2	-6	-0.7	-3	3	-5	-2
COc1ccc(NC(=O)N(C)C[C@@H]2OCc3cn(nn3)CCCC(=O)N([C@@H](C)CO)C[C@H]2C)cc1	-2.0	-2.3&-1.1	.	4	.	.	.	-2	-1	4
Cc1ccc(C)c(OCc2ccc(C(=O)N3N=C(C(F)F)CC3(O)C(F)F)o2)c1 (centres undefined)	-1.4	.	17	-2	5	-0.9	-6	1	-3	-1
COc1ccc(NC(=O)N2CCC(n3nnc4cc(C)ccc43)CC2)cc1	3.4	0.6	-11	9	-10	0.1	-1	-3	16	6
Cc1cc(=O)oc2cc(OCC(=O)OCC(=O)N(C)C3CCS(=O)(=O)C3)ccc12 (centres undefined)	-2.8	.	-2	-2	25	0.7	-2	21	-1	3
COc1ccc(C(CC(=O)N2CCCCC2)C(C)C)cc1 (centres undefined)	-3.4	.	-6	9	10	2.3	0	-1	1	?
Cc1nnsc1S(=O)c1ccc(Cl)cc1 (centres undefined)	-1.4	.	8	9	14	1.5	-3	2	19	-6
Cc1ccc(C(=O)Nc2cc(C)c(OCC(=O)N3CCOCC3)c(C)c2)cc1	-2.9	-1.2	-1	1	16	4.0	-3	-5	8	-5
CCc1cccc2c(C(=S)N3CCCC3)c[nH]c12	-3.9	-1.9	4	6	-18	1.2	-4	2	16	-8
CC(C)c1ccc(Nc2cnn(C34CC5CC(CC(CC(=O)O)(C5)C3)C4)c(=O)c2Cl)cc1	-0.1	-1.2	4	4	16	-2.0	9	-1	2	-2
O=C(O)CC1(CC(=O)NCc2csc(-c3cccs3)n2)CCCCC1	-0.2	-0.2	-2	6	-1	3.2	9	13	3	?
CCCCc1ccc(NC(=O)CN2NS(=O)(=O)c3ccccc3C2=O)cc1	2.2	-4.7	3	1	-6	0.1	-10	8	6	4
CC1Cc2cc(-c3csc(NC(=O)CCl)n3)ccc2N1C(=O)C1CC1 (centres undefined)	0.2	3.1	0	3	.	.	.	1	5	0
CN(C)C(=O)NC(Nc1ccc(Cl)cc1Cl)C(Cl)(Cl)Cl (centres undefined)	-3.3	1.0	9	-2	3	0.2	-4	-2	-3	-9
CC(C)[C@H](NC(=O)NC1CCCc2ccccc21)C(=O)O (some centres undefined)	-0.3	1.4	-17	1	44	-0.2	0	-1	6	-2
COC(=O)c1ccc(COC(=O)C2CCN(S(=O)(=O)c3ccccc3C(=O)OC)CC2)cc1	-3.2	-0.1	1	-5	.	-0.6	-4	1	4	?
CN(C(=O)COC(=O)c1c2c(nc3ccccc13)CCCC2)c1c(N)n(Cc2ccccc2)c(=O)[nH]c1=O	-5.1	.	2	0	.	1.1	-7	3	-2	-1
Nc1nc(SCc2ccc(Cl)cc2)ns1	-2.4	0.0	4	2	4	-2.7	-18	-1	-4	-1
Clc1ccccc1CN(Cc1ccccc1)c1ncnc2nc[nH]c12	-10	-0.6	7	1	6	2.5	-2	-5	4	16
COc1ccc(N2CCN(C(CNC(=O)C(=O)NC3CCCC3)c3ccco3)CC2)cc1 (centres undefined)	0.0	-3.1	-2	0	.	0.8	2	-1	7	4
COc1cccc(C(=O)/C=C/Nc2ccc(S(=O)(=O)Nc3cc(OC)nc(OC)n3)cc2)c1	-3.7	.	15	-17	-12	-4.8	-7	4	10	-2
CN1C(=O)/C(=C/c2cccc([N+](=O)[O-])c2)C(=O)N1c1ccccc1	2.1	-0.5	2	-4	-4	0.8	-8	-2	11	-4
COc1ccc(-c2cc(C(=O)NCCCN3CCCC3=O)c3ccccc3n2)cc1OC	-0.4	10	8	2	.	-0.2	0	0	12	3
Cc1noc(C)c1COc1ccc(C(=O)N2CCCC(C(N)=O)C2)cc1 (centres undefined)	-1.0	-0.3	8	5	10	0.6	-2	0	-10	-3
CCOc1ccc(S(=O)(=O)/N=C(/Nc2ccc(C(C)=O)cc2)c2ccccc2)cc1	-2.2	4.5	3	-2	.	-1.2	-6	-2	21	-1
CC(Nc1ccccc1)c1cccnc1 (centres undefined)	-4.9	.	-14	7	26	-0.8	-5	-4	-4	-4
CCCN(CC(=O)Nc1ccccc1C)C(=O)/C=C/c1ccc(S(=O)(=O)N2CCCCCC2)cc1	-1.3	.	4	3	.	-2.2	-1	4	2	7
CC1=C(C(=O)OCCOc2ccccc2)C(c2coc3ccccc3c2=O)C2=C(CCCC2=O)N1 (centres undefined)	-0.9	.	-5	-2	-5	0.5	-10	5	2	-3
COc1ccc(OC)c(Nc2ncnc3c2cnn3-c2cccc(C)c2)c1	-4.4	-1.3	-2	-4	47	-0.3	-13	-2	7	-5
CN(c1ccccc1)S(=O)(=O)c1ccc(NC(=O)C2CCCCC2C(=O)O)cc1 (centres undefined)	-3.6	-0.1	0	-5	41	-0.6	-2	-1	2	-2
COc1ccccc1N1CCN(C(=O)Cn2nc(C(F)(F)F)c3c2CCC3)CC1	-3.8	-2.0	13	0	-5	3.0	6	0	3	2
COc1ccc(-c2nc3c4ccccc4[nH]c(=O)n3n2)cc1	-2.9	2.1	10	6	-6	0.2	-6	14	1	6

Looked up by structure from above:
SMILES	FadD28 binding	Mtb BioA inh	CCHF vOTU inh	MazEF act	DUSP3 inh	UGM FP inh	Rv3671c protease	FBA Mtb inh	GDH-TPI counter	BoNT F protease
CC1Cc2cc(-c3csc(NC(=O)CCl)n3)ccc2N1C(=O)C1CC1 (centres undefined)	0.2	3.1	0	3	.	.	.	1	5	0
COc1ccc(-c2nc3c4ccccc4[nH]c(=O)n3n2)cc1	-2.9	2.1	10	6	-6	0.2	-6	14	1	6
COc1ccc(N2CCN(C(CNC(=O)C(=O)NC3CCCC3)c3ccco3)CC2)cc1 (centres undefined)	0.0	-3.1	-2	0	.	0.8	2	-1	7	4
Clc1ccccc1CN(Cc1ccccc1)c1ncnc2nc[nH]c12	-10	-0.6	7	1	6	2.5	-2	-5	4	16
COC(=O)c1ccc(COC(=O)C2CCN(S(=O)(=O)c3ccccc3C(=O)OC)CC2)cc1	-3.2	-0.1	1	-5	.	-0.6	-4	1	4	?
CN1C(=O)/C(=C/c2cccc([N+](=O)[O-])c2)C(=O)N1c1ccccc1	2.1	-0.5	2	-4	-4	0.8	-8	-2	11	-4

Carrying on.
SMILES	FadD28 binding	Mtb BioA inh	CCHF vOTU inh	MazEF act	DUSP3 inh	UGM FP inh	Rv3671c protease	FBA Mtb inh	GDH-TPI counter	BoNT F protease
CC(=O)N(Cc1cccs1)C1CCOC(C)(C)C1 (centres undefined)	-2.7	0.6	15	6	0	0.4	0	-1	12	-10
O=S1(=O)CCC(N=Nc2c(O)n(Cc3ccccc3)c3ccccc23)C1 (centres undefined)	-1.5	-2.1	10	-1	-10	2.8	-11	-1	22	-9
CC(NC(=O)CSC(=S)N(C)C)C12CC3CC(CC(C3)C1)C2 (centres undefined)	-0.1	.	-5	-6	18	.	.	-3	6	-4
COc1ccc(S(=O)(=O)Nc2ccccc2C(=O)NCc2ccco2)cc1	-0.9	-0.1	-3	1	11	2.2	2	15	1	-3
CCOC(=O)N1CCN(Cc2nc3cc(NC(=O)c4ccco4)ccc3n2C)CC1	-0.7	1.4	11	-2	-1	1.5	-16	-1	4	-6
O=C(Nc1ccc(Br)cc1)c1cc(-c2ccc3c(c2)OCO3)on1	-1.8	-1.2	-6	-23	8	-4.1	-1	-1	-4	7
O=c1cc(Nc2ccc3c(c2)OCO3)[nH]c(=O)n1-c1ccc(Br)cc1	-4.0	-0.4	7	17	22	3.1	5	9	-3	-19
S=C(NCC1CCCO1)c1ccc(Br)cc1 (centres undefined)	0.6	1.0	-10	1	-12	-0.7	7	1	-4	25
C[C@@H]1CN([C@@H](C)CO)S(=O)(=O)c2ccc(Br)cc2O[C@H]1CN(C)C(=O)CN(C)C	-0.7	0.0&-1.3	-3	-6	.	.	.	1	0	-2
CC(=O)OC(C(=O)NC1CCCCC1)c1ccccc1Cl (centres undefined)	0.2	.	14	3	8	-4.0	4	1	8	-1
Cc1ccc(N(C)S(=O)(=O)c2ccc3[nH]cc(C(=O)NCCCN4CCOCC4)c(=O)c3c2)cc1C	-11	3.1	4	-5	-14	-1.8	-8	5	9	-4
Cc1ccc(S(=O)(=O)N2CCN(C(=O)CCC(=O)Nc3ccc(F)cc3F)CC2)cc1	-0.6	1.8	6	-1	.	0.9	3	0	-3	0
CC(C)N1C(=O)C(=O)N(CC(=O)N2CCc3ccccc32)C1=O	-1.2	-1.0	0	6	.	-4.1	7	2	7	0
OCC(C#CCN1CCCCC1)NCc1ccccc1 (centres undefined)	-2.6	-0.5	-14	11	15	-2.6	5	2	12	2
COc1ccc2[nH]c(C(=O)O)c(NS(=O)(=O)c3ccc(Cl)s3)c2c1	3.5	-0.5	5	1	11	-2.4	-1	-2	5	-4
CC(=O)c1ccc(N2CCN(C(=O)C(=O)c3cn(CC(=O)N4CCOCC4)c4ccccc34)CC2)cc1	-3.1	6.8	23	14	.	.	.	0	30	5
CCC(C)c1ccc(NC(=O)C2CC3CCC2C3)cc1 (centres undefined)	-1.4	-0.4	8	5	.	-0.3	-7	0	5	7
Cc1[nH]c2ccc(F)cc2c(=O)c1SC(F)(F)C(F)C(F)(F)F (centres undefined)	-3.2	2.2	4	4	32	1.2	1	2	0	-5
CCc1ccc(NC(=O)Nc2c(C)n(C)n(-c3ccccc3)c2=O)cc1	-0.9	-0.3	-6	3	2	1.4	4	0	-3	4
CC(C)C[C@H](NC(=O)c1nc[nH]c1C(=O)N1CCN(c2ccccc2)CC1)C(=O)OC(C)(C)C	-0.9	0.0	25	-1	22	1.0	0	1	0	-6
CC(C)OC(=O)C1C2C=CC3(CN(CC4CCCO4)C(=O)C13)O2 (centres undefined)	0.2	-1.9	-4	-9	-19	1.5	9	8	1	3
Cc1noc(C)c1COc1ccccc1C(=O)N1CCN(c2cccc(Cl)c2)CC1	-0.7	-4.0	14	1	.	-1.6	6	2	0	8
